GDH-TPI inh: counter-screen for M. tuberculosis FBA inhibitors: GDH-TPI coupled enzymes. AID 588335. inhibition, % at 4.8 µM. GDH-TPI coupled enzyme counterscreen, NADH absorbance. 360,000 compounds, 1.2% hits;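 also: 0% = DMSO wells and 100% = wells lacking the enzyme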
Mtb BioA inh: blocks M. tuberculosis BioA enzyme activity | purified M. tuberculosis BioA enzyme, plate reader | inhibition, % at 9.99 µM | 360,000 compounds, 0.096% hits | AID 602481; in the data active = inhibition above about 40%; inconclusive = no clear call, values can overlap the other calls
PrPC TRFRET: reduces human prion protein on the cell surface. cell surface PrPC, TR-FRET read-out. P04156. 370,000 compounds, 0.43% hits. inhibition, % at 13.8 µM; in the data active = inhibition above about 24%; also: 0% = median of the test wells and 100% = reference compound wells
BoNT F protease: blocks Botulinum neurotoxin F light chain protease; Multiplex microsphere protease cleavage assay, flow cytometry; inhibition, % at 10 µM; 360,000 compounds, 0.22% hits; AID 588497; in the data active = inhibition above about 35%, passing the limit was not always enough; inconclusive = no clear call, values can overlap the other calls; also: plate controls were buffer without enzyme for full effect and enzyme alone for no effect
UGM FP inh: inhibitors of M. tuberculosis UDP-galactopyranose mutase; purified UGM, fluorescence polarization probe displacement; inhibition, % at 10 µM; 320,000 compounds, 0.06% hits; AID 504406; in the data active = inhibition above about 10%, passing the limit was not always enough; inconclusive = no clear call, values can overlap the other calls
Target sequence (P9WIQ1 whole entry, looked up): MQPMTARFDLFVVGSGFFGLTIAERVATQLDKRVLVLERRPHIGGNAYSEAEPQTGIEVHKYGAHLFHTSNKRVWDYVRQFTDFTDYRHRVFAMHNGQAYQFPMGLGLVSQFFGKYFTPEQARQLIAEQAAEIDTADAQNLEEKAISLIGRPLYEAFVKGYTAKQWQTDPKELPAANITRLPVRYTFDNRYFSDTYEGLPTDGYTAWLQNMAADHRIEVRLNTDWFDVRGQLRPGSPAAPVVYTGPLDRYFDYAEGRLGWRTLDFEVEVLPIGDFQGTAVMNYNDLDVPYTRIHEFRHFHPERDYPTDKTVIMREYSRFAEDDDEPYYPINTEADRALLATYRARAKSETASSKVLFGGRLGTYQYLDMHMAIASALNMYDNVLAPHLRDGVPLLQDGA
FadD28 binding: M. tuberculosis FadD28 bisubstrate binding inhibition. FadD28 bisubstrate probe binding, fluorescence polarization. inhibition, % at 12.5 µM. 360,000 compounds, 0.22% hits. AID 588549; in the data active = inhibition above about 8.5%, passing the limit was not always enough; inconclusive = no clear call, values can overlap the other calls
CCHF vOTU inh: blocks the CCHF virus ovarian tumor domain protease. CCHFV vOTU protease, Pep-AMC fluorescence. inhibition, % at 11.5 µM. 370,000 compounds, 0.55% hits. AID 651958; also: 0% = vehicle wells with enzyme and 100% = no enzyme wells
BoNT-A LC inh2: BoNT A light chain protease inhibition | multiplex microsphere protease substrate cleavage, flow cytometry | inhibition, % at 10 µM | 360,000 compounds, 0.17% hits | AID 588499; in the data active = inhibition above about 30%; inconclusive = no clear call, values can overlap the other calls; also: plate controls were buffer without enzyme for full effect and enzyme alone for no effect
Mtb FBA inh: Mtb fructose-bisphosphate aldolase inhibition; purified M. tuberculosis FBA, fluorescence read-out; 360,000 compounds, 2.3% hits; inhibition, % at 1 µM; P9WQA3; in the data active = inhibition above about 27%;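 also: 0% = vehicle and 100% = reference inhibitor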
Target sequence (P9WQA3 whole entry, looked up): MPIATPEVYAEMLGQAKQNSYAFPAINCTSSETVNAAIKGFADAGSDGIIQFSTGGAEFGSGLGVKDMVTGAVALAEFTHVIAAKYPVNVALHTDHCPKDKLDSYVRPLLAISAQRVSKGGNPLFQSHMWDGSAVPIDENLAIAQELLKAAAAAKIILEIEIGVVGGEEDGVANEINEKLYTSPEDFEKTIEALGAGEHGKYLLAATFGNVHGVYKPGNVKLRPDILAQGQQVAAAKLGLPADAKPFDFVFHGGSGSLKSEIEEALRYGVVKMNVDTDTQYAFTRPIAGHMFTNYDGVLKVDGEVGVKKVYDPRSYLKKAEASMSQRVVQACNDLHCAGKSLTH
Numbers without * were called inactive; ? = inconclusive; . = not tested or not shown. Rule as the data show it, unless noted: active = inhibition above about 30%; inactive = the rest.

SMILES	GDH-TPI inh	Mtb BioA inh	PrPC TRFRET	BoNT F protease	UGM FP inh	FadD28 binding	CCHF vOTU inh	BoNT-A LC inh2	Mtb FBA inh
COCCn1nnnc1SCC(=O)c1ccc(F)cc1	-1.9	-2.3	-4.7	3.8	?	-0.2	3.0	0.1	-0.6
COc1ccc(S(=O)(=O)N(Cc2ccccc2)c2ccccc2C(=O)O)cc1	-4.9	-2.6	12.8	?	1.1	-4.1	-1.6	2.3	-5.5
Cc1cc(C)cc(NC(=O)c2cc(S(=O)(=O)N3CCCC3)cn2C)c1	10.6	-3.4	6.9	-5.0	1.0	-1.0	11.1	-0.8	2.4
CS(=O)(=O)Nc1cc2c3c(c1)CCC(=O)N3CCC2	-1.7	0.9	-1.1	1.2	0.4	-0.5	-5.3	0.8	-2.2
Cc1ccc(N=C2CSC(=O)N2)cc1	10.4	-1.4	1.6	-3.7	0.0	-5.2	-9.1	0.2	-1.1
COc1cccc(N2CCN(C(=O)c3ccc(Cl)c(S(=O)(=O)N4CCCCCC4)c3)CC2)c1	2.6	-0.1	-0.8	6.3	.	-1.2	-0.7	0.1	-1.8
Cc1nc(N2CCN(c3ccccc3O)CC2)c2c(-c3ccccc3)csc2n1	-8.2	1.4	-0.1	-5.7	-3.3	-4.6	14.5	1.4	1.4
CCc1nc2ccc(C(=O)NCc3ccc4c(c3)OCO4)cn2c1N(C)Cc1cccs1	8.8	-0.9	3.4	-12.6	.	-2.7	-1.2	-0.2	-2.6
COc1ccccc1C(=O)NNC(=O)C1CC=CCC1 (configuration not stated)	-8.6	0.3	-1.8	1.3	-2.4	-3.1	-10.7	-0.8	-0.7
COc1cc(/C=N/S(=O)(=O)CCc2ccccc2)cc(OC)c1O	30.4	-1.7	4.4	-6.8	.	-2.3	11.2	0.0	0.4
CCC(C)[C@H]1CNCCN1CCC12CC3CC(CC(C3)C1)C2 (some centres not stated)	-1.2	-2.4	4.7	-23.2	-6.5	-1.0	11.5	-0.8	0.9
CSCC(=O)NC1CCCc2c1cnn2-c1cc(F)cc(F)c1 (configuration not stated)	0.8	-2.2	1.9	-9.2	1.4	-0.4	30.2*	-4.9	1.2
CCCC(=O)Nc1c(-c2ccc(C)cc2)c(=O)c2ccccc2n1C	15.2	-1.3	-5.0	18.9	0.8	.	10.5	0.3	3.6
CC(C)(C)n1nc2c(c1NC(=O)c1cccc(Cl)c1)CS(=O)(=O)C2	6.7	0.3	-6.9	-3.9	-2.5	0.6	1.5	0.6	-0.8
Cc1ccccc1Nc1nc(N)nc(COC(=O)CCS(=O)(=O)c2ccc(Cl)cc2)n1	6.3	0.4	5.5	-2.2	.	-1.0	-12.4	-6.3	5.0
O=C(O)c1ccc(-n2c(/C=C/c3cccc([N+](=O)[O-])c3)nc3ccccc3c2=O)cc1	13.0	7.7	5.3	-9.4	-3.8	0.5	-2.3	-3.8	2.1
Cc1ccc2c(c1)/C(=N/O)CCS2	-0.4	-2.2	-0.6	5.3	1.7	-1.9	6.9	0.6	-5.8
COc1cc(C2C(C#N)=C(C)NC(C)=C2C#N)cc(OC)c1OC	3.8	-0.1	-0.7	-4.5	-0.1	-2.2	4.0	-0.4	0.7
Cc1ccc(NC(=O)CN2C(=O)CCSc3ccc(S(=O)(=O)N4CCCC4)cc32)cc1C	19.2	-0.8	4.9	8.0	0.0	-1.3	10.2	0.0	4.2
COc1ccccc1N(Cc1cc(=O)[nH]c2ccccc12)C(=O)c1ccc([N+](=O)[O-])cc1	11.1	-1.1	5.7	-4.9	0.9	-0.8	7.2	-0.2	-1.5
O=C(c1ccc(Cl)c(F)c1F)N1CCCC1	7.7	-2.3	3.7	0.0	0.6	-1.4	-9.3	-0.1	-0.3
COc1cccc(C(=O)Nc2ccc3c(cc2=O)[C@@H](NC(C)=O)CCc2cc(OC)c(OC)c(OC)c2-3)c1	9.5	-0.8	.	17.4	0.3	-6.2	.	11.0	-1.5
O=C(O)CCCNC(=O)CC1S/C(=N/N=C/c2ccccc2O)NC1=O (configuration not stated)	23.4	.	2.4	-9.4	0.6	-1.8	13.0	-0.8	-3.8
CCC(C)NC(=O)Cc1c(C)c2cc3c(cc2oc1=O)OC(C)(C)CC3 (configuration not stated)	17.1	-0.8	2.4	-9.6	2.4	.	-121.0	1.3	189.1*
O=C(NC1CC1)c1cccc(-c2cncc3nccn23)c1	15.6	1.1	-4.1	-1.1	.	-3.8	-73.2	0.3	185.5*
CC1CCCC(C)N1C(=O)C1CC(c2ccc(F)cc2)=NO1 (configuration not stated)	3.7	-0.4	-9.8	-3.8	-1.5	-0.2	5.3	-2.7	-1.1
COc1ccc(C(=O)NNS(=O)(=O)c2ccc(C)cc2)cc1	-1.5	.	-1.7	-1.3	2.5	-2.5	-13.4	-0.5	-3.2
CCOC(=O)N1CCC(NC(=O)c2cc(C(=O)Nc3cccc(C(F)(F)F)c3)ccc2CO)CC1	9.7	.	9.8	-5.3	3.1	1.3	-9.6	0.2	0.5
O=S(=O)(c1ccc(Br)cc1)N1CCCN(Cc2cccc(F)c2)CC1	-11.6	-0.3	-4.5	-1.6	-1.1	-6.2	1.2	-0.5	3.9
C=CCC1(CC=C)CCCN1Cc1nc(COc2ccccc2)no1	3.6	-1.5	-2.4	-11.1	-2.6	-1.2	8.2	0.7	-0.2
CC(NCC(c1ccco1)N1CCCCC1)C(=O)NC1CCCC1 (configuration not stated)	1.2	-0.3	-10.7	-14.2	3.4	-0.1	1.4	0.6	-0.1
Cc1ccc(/C(O)=C2/C(=O)C(=O)N(c3ccccn3)C2c2cccc([N+](=O)[O-])c2)cc1 (configuration not stated)	19.1	-1.0	-4.1	-9.1	-3.9	-6.2	10.4	1.8	-1.0
Cc1nn(C)c(C)c1CNC(=O)Nc1ccc2c(c1)OCO2	25.6	-1.4	-2.8	4.5	-3.0	-0.3	6.3	0.3	7.0
COc1ccc2nc(CC(C)(C)CC(=O)O)c[n+]([O-])c2c1	8.8	-0.7	-17.4	.	-0.6	-0.9	-51.1	.	63.6*
Cc1cc(C)c(C(=O)CN2C(=O)C(=O)N(C3CCCC3)C2=O)cc1C	-5.7	-1.7	-4.8	.	-0.6	-0.8	8.0	.	1.5
CCOc1ccc(Nc2nc(NCC(=O)O)nc(N)c2[N+](=O)[O-])cc1	24.3	1.1	-25.1	-17.9	-0.1	.	17.6	-1.0	-4.3
COc1cccc(Oc2ccc(N)cn2)c1	-7.7	0.3	-6.9	-11.5	-3.6	-2.8	-5.3	0.4	10.3
COc1cc2c(cc1OC)CN(Cc1cccs1)CC2	-3.2	2.4	-11.5	29.3	1.1	-1.7	-13.1	15.9	28.7*
COc1ccccc1N1CCN(c2cc(=O)n(-c3ccc(Cl)cc3)c(=O)[nH]2)CC1	-9.4	-1.1	-7.9	-0.7	-0.2	-2.0	1.4	-0.1	0.3
CC(/C=C/c1ccc(C)o1)=C\C(=O)O	17.4	0.3	2.5	12.4	-0.5	-3.8	-25.6	0.4	-2.3
O=C(CCNC(=O)c1ccccc1Cl)NCC(c1ccc(F)cc1)N1CCOCC1 (configuration not stated)	2.8	-0.1	5.2	3.0	0.5	-0.8	3.1	-5.9	1.3
O=C(CN1C(=O)NC2(CCCCCCC2)C1=O)Nc1cccc(Br)c1	-0.3	0.3	13.4	-4.4	2.2	-0.9	4.0	0.4	1.2
COc1cccc(-n2c(CN3CCN(c4ccccc4)CC3)nc3ccc([N+](=O)[O-])cc3c2=O)c1	1.4	0.1	-11.4	5.0	-0.9	-1.7	12.4	0.2	0.1
Cc1cc(C)nc(CCNC(=O)c2cc(COc3ccc(F)cc3Cl)on2)n1	0.0	-0.8	7.5	-5.7	-0.4	-2.2	6.8	-0.2	-3.3
O=C(Nc1ccc2ccccc2c1)c1nn(C23CC4CC(CC(C4)C2)C3)cc1Br	23.3	0.0	2.7	-6.5	-2.0	-2.2	-3.3	-2.4	3.6
COc1ccc(CC2(CO)CCN(C(=O)NCc3ccccc3)CC2)cc1	-3.1	0.5	-1.9	-2.9	-1.4	0.1	-8.5	-0.5	7.5
COCc1[nH][nH]c(=O)c1C=Nc1ccc(OC(F)(F)F)cc1	3.9	-0.7	4.9	-4.0	2.3	-2.3	-0.3	0.0	2.6
CCCCC1=CC2=CC(=O)C(C)(OC(=O)CC)C(=O)C2=CN1Cc1ccc2c(c1)OCO2 (configuration not stated)	16.4	0.8	-11.6	-18.9	0.9	-0.1	0.1	2.5	-1.5
CCCC1COC(Cn2cncn2)(c2ccc(Cl)cc2Cl)O1 (configuration not stated)	-1.4	12.7	4.3	2.5	-0.2	-4.6	17.6	-0.4	-9.0
Cc1onc(-c2c(Cl)cccc2Cl)c1C(=O)N=S(C)(=O)c1ccccc1 (configuration not stated)	0.8	-2.3	-5.8	?	0.2	-5.2	-13.7	1.8	-1.2
CN(C)C(=O)O/N=C(\N)COc1ccc(C(C)(C)C)cc1	3.2	.	1.9	4.8	1.5	-1.0	-10.5	-0.6	1.0
O=C(O)CCCC(=O)Nc1ccc(N2CCCC2)cc1	-4.9	-0.1	-1.9	4.4	0.7	-3.8	9.3	0.0	0.7
COc1ccc(-c2c(-c3cc(OC)cc(OC)c3)n(C)c3ccc(-c4ccc5cc[nH]c5c4)cc23)cc1	35.0*	-1.8	3.0	1.1	4.6	-2.6	-31.8	0.0	113.5*
COc1cccc(NC(=S)N2CCN(C(c3ccccc3)c3ccccc3)CC2)c1	2.2	-2.4	5.0	-11.0	2.2	-2.3	-7.8	-0.5	3.7
Cc1cccc(CSc2ccc3nnc(-c4cccs4)n3n2)c1	10.1	.	-0.1	3.6	-2.1	-2.3	5.5	0.2	4.0
O=C(Cn1c(=O)oc2cc(S(=O)(=O)NCc3ccccc3)ccc21)NCc1ccco1	-4.7	0.8	3.1	-5.9	0.7	-3.8	-0.8	0.2	0.6
CSc1ccc(S(=O)(=O)Nc2ccc3c(c2)OCCO3)cc1	7.9	2.4	13.3	-4.8	0.1	3.2	4.5	-0.1	4.5
COc1ccc(CN2C(=O)c3cccnc3C2=O)cc1S(=O)(=O)N1CCCC(C)C1 (configuration not stated)	0.9	1.8	1.0	-2.9	0.8	-1.9	11.5	-1.9	-0.7
CCOc1ccc(NS(=O)(=O)c2ccc(C(=O)NCC3CCCO3)cc2)cc1 (configuration not stated)	-5.3	0.6	-7.2	1.1	.	-4.6	5.0	0.3	-0.8
Cc1ccc(S(=O)(=O)CC(C)(O)CS(=O)(=O)c2ccc(C)cc2)cc1	1.1	-0.1	1.1	?	0.0	-0.3	-9.5	?	-0.9

Limited to FadD28 binding, PrPC TRFRET and Mtb FBA inh (3 entries from above):
SMILES,FadD28 binding,PrPC TRFRET,Mtb FBA inh
CCCC1COC(Cn2cncn2)(c2ccc(Cl)cc2Cl)O1 (configuration not stated),-4.6,4.3,-9.0
CSc1ccc(S(=O)(=O)Nc2ccc3c(c2)OCCO3)cc1,3.2,13.3,4.5
Cc1onc(-c2c(Cl)cccc2Cl)c1C(=O)N=S(C)(=O)c1ccccc1 (configuration not stated),-5.2,-5.8,-1.2

Going on with the list:
SMILES	GDH-TPI inh	Mtb BioA inh	PrPC TRFRET	BoNT F protease	UGM FP inh	FadD28 binding	CCHF vOTU inh	BoNT-A LC inh2	Mtb FBA inh
COc1ccccc1C(=O)Nc1cc(C)on1	-7.7	-1.4	4.8	11.2	0.8	-3.0	11.1	-3.9	-1.4
COc1ccc(C(=O)C2CCCN(C(=O)Cn3cncn3)C2)cc1OC (configuration not stated)	6.1	0.6	-4.4	0.4	-0.3	-0.9	3.4	-1.6	0.1
Cc1ccc(CNn2cnnc2SCC(=O)NC(C)(C)C)cc1	7.7	-2.4	0.1	-5.0	1.4	-3.3	-13.5	-1.0	0.4
CN=C1S/C(=C\c2ccc(SC)cc2)C(=O)N1C	15.7	0.5	-11.4	1.5	-0.8	-2.1	10.1	-0.7	-3.1
COc1ccccc1NC(=O)CC(c1ccc(F)cc1)c1ccco1 (configuration not stated)	11.6	.	10.1	?	1.9	-0.3	-12.1	-5.2	1.6

Screening data: PubChem, several laboratories
